# SSB-PriA inh: blocks PriA binding to SSB C-terminal tail; AlphaScreen SSBct-PriA binding, biotinylated peptide; inhibition, % at 33 µM; 430,000 tested, 0.6% active; in the data active = inhibition mostly above about 37%, no sharp cut-off; inactive = mostly below about 20%;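 also: plate controls were negative control peptide for no effect and reference peptide for full effect; strong numbers were not always called active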
# 3CLpro inhibitor: SARS-CoV 3CLpro protease inhibition. AID 1706. recombinant SARS-CoV 3CLpro, quenched FRET peptide cleavage. inhibition, % at 6 µM. 290,000 tested, 0.14% active. P0C6X7; in the data active = inhibition above about 12%
# VHR inh abs: DUSP3 (human) phosphatase inhibition. P51452. inhibition, % at 13.3 µM. 290,000 tested, 0.52% active. recombinant VHR phosphatase, pNPP absorbance; in the data active = inhibition above about 50%; also: some compounds called inactive have numbers as strong as hits
# Target sequence (P51452 whole entry, looked up): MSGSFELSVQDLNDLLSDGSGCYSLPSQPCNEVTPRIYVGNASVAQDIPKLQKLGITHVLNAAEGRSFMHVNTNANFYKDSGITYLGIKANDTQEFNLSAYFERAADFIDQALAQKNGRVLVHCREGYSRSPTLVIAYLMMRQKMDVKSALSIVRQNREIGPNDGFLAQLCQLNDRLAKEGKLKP
# MazF activator: MazEF (E. coli) toxin RNase activation; 350,000 tested, 0.32% active; FAM/BHQ RNA-DNA oligo cleavage fluorescence, 5 h; activation, % at 20 µM; AID 504720; in the data active = activation above about 50%
# Target sequence (P0AE70 whole entry, looked up): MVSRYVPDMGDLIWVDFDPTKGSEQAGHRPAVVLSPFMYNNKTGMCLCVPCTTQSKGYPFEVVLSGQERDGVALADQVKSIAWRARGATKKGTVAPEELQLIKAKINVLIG
# TcdB GH inh: TcdB glycohydrolase inhibition; TcdB glycohydrolase enzymatic assay, plate reader; inhibition, % at 9.99 µM; 350,000 tested, 0.24% active; in the data active = inhibition above about 10%
# Rv3671c inh: inhibits the M. tuberculosis serine protease Rv3671c. P9WHR9. inhibition, % at 5.96 µM. 320,000 tested, 0.048% active. AID 2606; in the data active = inhibition above about 38%;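 also: extracellular domain of Rv3671c used as enzyme; 0% = enzyme with DMSO and 100% = no enzyme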
# Target sequence (P9WHR9 whole entry, looked up, the tested form may be a part): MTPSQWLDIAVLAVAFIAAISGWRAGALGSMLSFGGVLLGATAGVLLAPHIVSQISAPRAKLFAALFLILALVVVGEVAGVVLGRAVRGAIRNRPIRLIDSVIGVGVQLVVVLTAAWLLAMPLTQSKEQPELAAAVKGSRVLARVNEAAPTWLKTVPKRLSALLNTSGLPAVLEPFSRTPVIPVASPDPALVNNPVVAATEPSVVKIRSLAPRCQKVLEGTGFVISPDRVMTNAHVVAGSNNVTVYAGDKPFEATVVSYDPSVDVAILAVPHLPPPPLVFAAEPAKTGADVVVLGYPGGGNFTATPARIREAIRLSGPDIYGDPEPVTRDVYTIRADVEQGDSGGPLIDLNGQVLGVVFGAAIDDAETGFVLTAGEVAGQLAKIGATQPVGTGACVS
# Anthrax LF inh2: blocks Bacillus anthracis lethal factor protease; 360,000 tested, 0.12% active; inhibition, % at 10 µM; AID 588501; multiplex microsphere protease cleavage assay, LF; in the data active = inhibition above about 30%; inconclusive = no clear call, values can overlap the other calls; also: plate controls were buffer without enzyme for full effect and enzyme alone for no effect
# PfHsp40 yeast: restores yeast growth despite PfHsp40 toxicity; S. cerevisiae expressing PfHsp40, growth rescue, ATP luminescence; growth rescue, % at 12.5 µM; 340,000 tested, 0.68% active; AID 504582; in the data active = growth rescue above about 28%, passing the limit was not always enough; inconclusive = no clear call, values can overlap the other calls;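 also: yeast W303a lacking pdr1 and pdr3 grown in galactose medium; growth measured after three days at 30 °C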
# BH1578 lux ind: induces V. cholerae light production without autoinducers | 350,000 tested, 0.16% active | V. cholerae BH1578 lux reporter, luminescence, 6 h | activation, % at 18.7 µM; in the data active = activation mostly above about 9.7%, no sharp cut-off; inconclusive = no clear call, values can overlap the other calls; inactive = mostly below about 3.7%; also: not every result past the cut was called active; inactives centre near 0; reference of the scale not given here
# Y pestis TopoI: blocks Yersinia pestis topoisomerase I activity. Y. pestis Topo-I cleavage product accumulation, plate reader. 360,000 tested, 0.064% active. activity, % at 10 µM; in the data active = activity above about 50%, passing the limit was not always enough; inconclusive = no clear call, values can overlap the other calls; also: inactives centre near 2
# * marks the source's active call; other numbers are inactive results; i = inactive; ? = inconclusive; . = no result given; & = joins results of further samples. This is a subset (hit frequency here may not be typical).
SMILES,SSB-PriA inh,3CLpro inhibitor,VHR inh abs,MazF activator,TcdB GH inh,Rv3671c inh,Anthrax LF inh2,PfHsp40 yeast,BH1578 lux ind,Y pestis TopoI
C[C@H]1CN([C@@H](C)CO)C(=O)CCCn2cc(nn2)CO[C@@H]1CN(C)S(=O)(=O)c1ccc2c(c1)OCCCO2,.,.,.,8,0.9&0.2,.,0,.,-0.2,3
COc1ccc(CC(=O)Nc2ccc(-c3nnc(-c4ccc(C)cc4)o3)cc2)cc1,-4,2,35,-27,.,10,7,-1.0,-0.6,-2
COc1ccc(C=NNC(=O)c2cc(C)oc2C)cc1O,0,.,.,5,10*,7,8,-1.2,-8.3,1
c1ccc(Cn2nnnc2CN2CCCC2)cc1,2,-2,38,5,.,1,0,-0.8,i,-5
O=c1cc(S(=O)(=O)Cc2ccccc2)[nH]c(=O)[nH]1,-8,.,.,8,-0.6,.,-6,-0.5,-0.8,0
Cc1cc(C)c(S(=O)(=O)N2CCCC(C(=O)NCc3ccccn3)C2)c(C)c1 (centres undefined),-1,-6,8,12,1.4,-4,-16,0.3,-4.0,-6
Cn1c(CCC(N)=O)nnc1SCC(=O)Nc1ccccc1C(=O)NC1CC1,-3,.,.,4,2.2,-9,-5,0.4,-1.8,-3
Cc1ccc(-c2nnc(Nc3ccc(C(=O)N(C)C)cc3)c3ccccc23)cc1S(N)(=O)=O,-9,-5,10,1,0.2,0,16,-1.1,i,16
COCCCn1c(=O)c2sccc2n2c(CCCC(=O)N3CCN(c4ccccn4)CC3)nnc12,-3,-3,6,14,0.9,-3,0,1.3,-0.4,14
CCN(CC(=O)NCc1cccs1)C(=O)C1CC(=O)N(c2ccc(OC)cc2OC)C1 (centres undefined),-6,.,.,0,0.1,1,-2,-0.6,i,3
Cc1cc(C)c(NC(=O)CSc2nc3[nH]ncc3c(=O)[nH]2)c(C)c1,2,5,16,-9,0.6,7,2,-0.3,5.6,-8
CCOc1ccccc1N1CCN(C(=O)c2ccc(OCC(=O)N3CCOCC3)c(OC)c2)CC1,8,-2,2,6,0.0,-3,-3,-0.9,-7.7,-5
CCN1CCS/C1=C\C=C\C1=[N+](CC)CCS1,.,-1,22,-7,0.8,.,3,0.4,-0.4,-2
O=[N+]([O-])c1cc(C(F)(F)F)ccc1NCCNC(=S)Nc1ccc(Cl)cc1,37,4,28,-4,-0.5,-87,-6,?,-0.8,-1
O=C(Cn1c(=O)cnc2ccccc21)NC1CCC(O)CC1 (centres undefined),-8,.,.,1,-2.1,-9,-5,2.3,-3.7,-3
COc1nc(N(C)S(=O)(=O)c2ccc(C)cc2)nc(C)c1Cl,-3,2,14,11,.,-5,-3,0.6,i,3
Cc1cccc(N=Cc2cc(Br)cc(Cl)c2O)c1,-7,1,0,-4,1.6,-5,4,0.4,-0.4,7
Cc1ccccc1NC(=O)C1CCCN(S(=O)(=O)c2cccc3cccnc23)C1 (centres undefined),-10,-3,15,1,0.8,-1,-6,0.1,-0.4,-3
CCCCP(=O)(CCCC)Cc1ccccc1,-11,2,24,5,.,3,3,-1.0,1.2,-6
CCCCc1nc2cc(C(=O)NCCc3c(C)n[nH]c3C)ccc2o1,-12,-4,-7,6,1.0,1,-2,-0.8,-0.2,-14
COc1ccccc1N1CCN(C(=S)Nc2ccccc2)CC1,-3,0,6,4,0.7&0.4,-3,9&-6,4.3,0.8,-10
CCc1noc(C)c1C(=O)OC(C)C(=O)Nc1ccc2c(c1)OCO2 (centres undefined),10,.,.,-3,-7.6,-3,-4,-0.2,-2.8,-5
O=C(NC1=NCCS1)C1CCN(S(=O)(=O)c2ccc(Cl)cc2)CC1,-8,.,.,-6,2.5,-15,-1,1.0,-1.0,-1
CCN(C[C@H]1N[C@@](CC)(C(=O)OC)[C@H]2C(=O)N(Cc3ccccc3)C(=O)[C@@H]12)C(=O)COC,-7,.,.,4,0.6,-8,-8,0.1,i,-2
Cc1nn(-c2ccccc2)c(C)c1NS(=O)(=O)c1ccccc1,-3,2,3,2,.,-3,3,0.8,-0.4,-2
COc1ccccc1-n1c(-c2cccnc2)n[nH]c1=S,-8,3,-10,4,1.8,-2,-6,-1.4,-0.5,7
Cc1cccc(NC(=O)COC(=O)c2ccc3c(c2)OCO3)c1C,-4,2,9,8,-0.1,7,-1,1.0,-0.4,-11
CCN1CCc2c(sc(NC(=O)c3ccc(C(=O)c4ccccc4)cc3)c2C(N)=O)C1,15,-8,34,274*,1.5,-11,6,-1.8,0.8,-8
Cc1cccc(S(=O)(=O)N/N=c2\sc3ccccc3n2C)c1,.,3,-1,-12,-1.5,4,0,-0.1,-0.2,5
O=C(NN=Cc1cc(=O)[nH]c(=O)[nH]1)c1ccncc1,-16,.,.,7,1.5,.,-10,30*,i,8

# Profiles from above. Values in the order: SSB-PriA inh | 3CLpro inhibitor | VHR inh abs | MazF activator | TcdB GH inh | Rv3671c inh | Anthrax LF inh2 | PfHsp40 yeast | BH1578 lux ind | Y pestis TopoI
# COc1ccccc1N1CCN(C(=S)Nc2ccccc2)CC1 across the screens: -3 | 0 | 6 | 4 | 0.7&0.4 | -3 | 9&-6 | 4.3 | 0.8 | -10
# Cc1cccc(NC(=O)COC(=O)c2ccc3c(c2)OCO3)c1C across the screens: -4 | 2 | 9 | 8 | -0.1 | 7 | -1 | 1.0 | -0.4 | -11

# Other compounds follow.
SMILES,SSB-PriA inh,3CLpro inhibitor,VHR inh abs,MazF activator,TcdB GH inh,Rv3671c inh,Anthrax LF inh2,PfHsp40 yeast,BH1578 lux ind,Y pestis TopoI
COc1cc(O)c(C(C)=O)c(OC)c1,6,.,.,-3,0.0,.,4,-1.2,0.6,4
CC(=O)c1ccc(OCCCC(=O)Nc2ccc(Cl)c(S(=O)(=O)N3CCOCC3)c2)cc1,9,.,.,1,1.2,.,-4,-0.9,5.0,21
COc1ccccc1Cn1cccc1C=O,-7,3,25,11,1.0,1,-5,0.7,-0.5,4
COc1ccc(NS(=O)(=O)c2ccc(NC(=S)NCC3CCCO3)cc2)cc1 (centres undefined),-1,4,24,-3,-3.4,-5,-2,0.4,-0.9,0
C=CCNC(=O)NC(=O)COC(=O)C(C)Oc1ccc(Cl)cc1Cl (centres undefined),8,-2,12,4,-5.2,-10,-3,0.5,-0.2,4
COCCCn1c(SCC(=O)Nc2ccc(C(=O)OC)cc2)nc2ccccc2c1=O,-15,-1,3,8,.,-2,-9,-0.1,i,-4
COC(=O)c1c(NC(=O)C2CCC2)sc(C(=O)N(C)C)c1C,-1,-3,10,2,.,-6,1,1.7,i,4
C#CCOCCOCCOCCNc1nc(N2CCN(C(=O)[C@H](CC(N)=O)n3cc(C(N)[C@@H](C)CC)nn3)CC2)nc(N2CCN(C(=O)[C@H](CCCCN)n3cc([C@@H](N)CC(N)=O)nn3)CC2)n1 (some centres undefined),-12,.,.,3,1.1,7,0,1.0,-2.1,-16
CC(=O)N1N=C(c2ccc(C)cc2)OC1c1ccc(Br)cc1 (centres undefined),-17,9,6,-8,-1.1,1,-8,0.4,-0.2,4
COc1ccc(Br)cc1C1NC(=O)c2c(sc3c2CCN(C)C3)N1 (centres undefined),-21,.,50,-8,.,.,11,0.9,i,-8
Cc1ccc(C)c(S(=O)(=O)N2CCCC2CNC(=O)C(=O)NCc2ccccc2)c1 (centres undefined),-18,.,.,-2,0.1,-9,-5,1.2,-3.7,17
CSCCC(C(=O)N(C)CC(=O)Nc1cccc(F)c1)N1C(=O)c2ccccc2C1=O (centres undefined),-2,.,.,-5,0.7,-10,2,-2.1,i,0
C=CCN1C(=O)C(O)(CC(=O)c2ccccc2)c2ccccc21 (centres undefined),1,1,25,11,.,-6,-1,-0.2,0.0,-3
COc1ccc(-c2nc(C#N)c(NCc3ccc(F)cc3)o2)cc1OC,-1,7,24,5,.,6,-9,14,-0.7,0
Cn1ccc(NC(=O)Nc2ccc(Cl)cc2Cl)n1,11,7,-8,0,0.7,1,-5,10,-1.1,-1
CCc1nnc(NC(=O)C2CC(=O)N(C3CCCCC3)C2)s1 (centres undefined),-7,3,19,4,0.9,-2,-2,-0.3,-0.5,-11
O=C(CN(C(=O)c1csnn1)c1ccc(Cl)cc1)NC1CCCC1,-4,1,17,2,-0.9,-3,1,1.3,-3.8,6
O=C1NCCN(Cc2ccc(F)cc2)C1CC(=O)N1CC=C(c2ccccc2)CC1 (centres undefined),2,0,12,-6,-0.2,-8,-6,-0.7,-4.7,15
O=C(CN1C(=O)NC(CCc2ccccc2)C1=O)N1CCCCCC1 (centres undefined),-3,.,.,4,0.1,-4,-11,-0.8,i,1
O=C(O)c1ccc(-c2nnc(-c3ccc([N+](=O)[O-])cc3)o2)cc1,-6,2,-18,-19,-0.2,-7,12,0.8,i,-5
COc1ccc2c(c1)c(C(=O)O)c(C)n2CCc1ccc(OC)c(OC)c1,1,3,-14,7,2.0,5,7,-0.6,-0.2,-1
CCOC(=O)c1cccc(NC(=O)C2CCCN2S(=O)(=O)c2cccc3cccnc23)c1 (centres undefined),-4,5,-27,6,0.7,5,-5,-0.5,-0.5,-2
COc1ccc(OC)c(NC(=O)c2ccc(OC3CSC3)cc2)c1,-5,1,33,1,1.2,-2,-6,3.3,i,18
Cc1onc(-c2ccccc2)c1C(=O)Nc1ccc(S(=O)(=O)NC(C)(C)C)cc1,-11,5,-14,-3,0.6,-4,2,-0.5,-0.8,-1
COc1ccc(N2CC2c2ccncc2)cc1 (centres undefined),9,4,-11,1,-8.3,-2,3,0.1,-1.5,2
O=c1c2cn(Cc3ccccc3)c3ccccc3c-2nn1Cc1ccc(F)cc1Cl,4,1,2,-2,-0.6,.,-1,-0.4,i,10
O=C(/C=C/c1ccc(Br)cc1)N1CCN(c2cccc(C(F)(F)F)c2)CC1,-19,-2,-30,-6,.,-13,-1,2.3,-0.4,-4

# Molecules from the list above that have a Cl atom, in the order listed:
SMILES,SSB-PriA inh,3CLpro inhibitor,VHR inh abs,MazF activator,TcdB GH inh,Rv3671c inh,Anthrax LF inh2,PfHsp40 yeast,BH1578 lux ind,Y pestis TopoI
O=[N+]([O-])c1cc(C(F)(F)F)ccc1NCCNC(=S)Nc1ccc(Cl)cc1,37,4,28,-4,-0.5,-87,-6,?,-0.8,-1
COc1nc(N(C)S(=O)(=O)c2ccc(C)cc2)nc(C)c1Cl,-3,2,14,11,.,-5,-3,0.6,i,3
Cc1cccc(N=Cc2cc(Br)cc(Cl)c2O)c1,-7,1,0,-4,1.6,-5,4,0.4,-0.4,7
O=C(NC1=NCCS1)C1CCN(S(=O)(=O)c2ccc(Cl)cc2)CC1,-8,.,.,-6,2.5,-15,-1,1.0,-1.0,-1
CC(=O)c1ccc(OCCCC(=O)Nc2ccc(Cl)c(S(=O)(=O)N3CCOCC3)c2)cc1,9,.,.,1,1.2,.,-4,-0.9,5.0,21
C=CCNC(=O)NC(=O)COC(=O)C(C)Oc1ccc(Cl)cc1Cl (centres undefined),8,-2,12,4,-5.2,-10,-3,0.5,-0.2,4
Cn1ccc(NC(=O)Nc2ccc(Cl)cc2Cl)n1,11,7,-8,0,0.7,1,-5,10,-1.1,-1
O=C(CN(C(=O)c1csnn1)c1ccc(Cl)cc1)NC1CCCC1,-4,1,17,2,-0.9,-3,1,1.3,-3.8,6
O=c1c2cn(Cc3ccccc3)c3ccccc3c-2nn1Cc1ccc(F)cc1Cl,4,1,2,-2,-0.6,.,-1,-0.4,i,10

# High-throughput results as filed in PubChem.
